# TDP1 cell noCPT – qHTS for Inhibitors of human tyrosyl-DNA phosphodiesterase 1 (TDP1): qHTS in cells in absence of CPT; 420,000 compounds, 15% hits; DT40 Tdp1-/- hTDP1 cells, no CPT, ATP luminescence, 48 h; Potency, µM (titrated, usually from 46.2 µM), for the others: top-dose activity change, negative = growth inhibition, actives largely listed as inhibitors; note: nearly all actives have a fitted effect of over 55% in size
#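 Growth of hTDP1-complemented DT40 Tdp1-knockout cells is measured by ATP luminescence after at least 48 hr compound exposure at 37 °C, with DMSO substituting for the 20 nM CPT used in the parallel screen.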
# TDP1 cell CPT – qHTS for Inhibitors of human tyrosyl-DNA phosphodiesterase 1 (TDP1): qHTS in cells in presence of CPT; 420,000 compounds, 12% hits; chicken DT40 Tdp1-/-;hTDP1 cells + 20 nM CPT, ATP luminescence, 48 h; AID 686979, 2013; Potency, µM (highest dose often 46.2 µM), inactives show top-dose activity change, negative = growth inhibition, usual class: inhibitors; note: nearly all actives have a fitted effect of over 55% in size
#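 Cell growth measured by CellTiter-Glo luminescence after a minimum 48 h, 37 C compound exposure with 20 nM CPT in Tdp1-knockout DT40 cells stably expressing hTDP1, seeded 400/well; qHTS titration format.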
# TDP1 inh – qHTS Assay for Inhibitors of Tyrosyl-DNA Phosphodiesterase (TDP1) | recombinant TDP1, AlphaScreen DNA substrate cleavage | Potency, µM (doses to about 130 µM), without a hit: top-dose activity change, negative = inhibition, actives largely listed as inhibitors | 350,000 compounds, 0.28% hits | AID 485290, 2010; note: nearly all actives have a fitted effect of over 40% in size
# Target sequence (Q9NUW8 whole entry, looked up): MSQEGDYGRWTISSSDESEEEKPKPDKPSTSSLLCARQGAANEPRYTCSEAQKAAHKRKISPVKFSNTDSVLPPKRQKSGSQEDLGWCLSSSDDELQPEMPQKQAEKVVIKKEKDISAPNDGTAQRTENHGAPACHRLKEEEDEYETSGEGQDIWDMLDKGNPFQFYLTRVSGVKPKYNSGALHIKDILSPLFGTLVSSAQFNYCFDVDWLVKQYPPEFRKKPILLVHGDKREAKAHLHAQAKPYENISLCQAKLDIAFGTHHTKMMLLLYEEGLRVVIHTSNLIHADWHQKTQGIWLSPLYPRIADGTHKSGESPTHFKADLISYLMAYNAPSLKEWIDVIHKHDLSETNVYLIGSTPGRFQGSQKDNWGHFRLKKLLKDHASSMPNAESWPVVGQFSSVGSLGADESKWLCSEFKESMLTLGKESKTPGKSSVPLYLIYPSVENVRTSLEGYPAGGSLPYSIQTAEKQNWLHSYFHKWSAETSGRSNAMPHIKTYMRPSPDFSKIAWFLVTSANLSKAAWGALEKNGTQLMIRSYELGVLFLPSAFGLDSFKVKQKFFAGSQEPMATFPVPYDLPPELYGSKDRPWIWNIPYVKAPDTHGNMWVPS
#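 Signal: AlphaScreen proximity between streptavidin donor and anti-FITC acceptor beads on intact substrate. Reaction: Tdp1 1 nM, substrate 15 nM final, 5 min RT after 15 min compound preincubation.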
# Active calls of the source: *; ? = inconclusive; / = not tested or not shown; & = joins results of further samples; ! = not active in a repeat; [ ] = remark or other dose. Calls come from the whole dose curve; as a rule, active = well fitted curve in the direction sought with a large enough effect; inconclusive = small, poorly fitted or top-dose-only effect, or another doubt; inactive = no such curve, though single readings can be large; an effect the other way counts as inactive or inconclusive. % is set by controls: 0 for no effect and ±100 for the full control effect; potency is the fitted concentration of half-maximal effect.
# Each structure is followed by: TDP1 cell noCPT | TDP1 cell CPT | TDP1 inh
- Cc1ccc(-c2nnc(N3CCN(C(=O)COc4cccc(C)c4)CC3)c3ccccc23)cc1
  ? | ? | 6%
- CSc1ncccc1C(=O)Nc1ccc(S(=O)(=O)NC2=NCCCCC2)cc1
  -1% | -1% | 2%
- CCCONC(=O)Nc1ccccc1[N+](=O)[O-]
  -17% | -6% | 4%
- O=C(CSc1cccc[n+]1[O-])Nc1c(Br)cc([N+](=O)[O-])cc1Br
  13% | -30% | 3%
- COc1ccc(-n2c(C)c(C)c3c(NCCO)ncnc32)cc1
  -3% | 10% | /
- CCCCOc1ccccc1C1NC(=O)NC(C)=C1C(=O)OCc1ccco1 (centres undefined)
  ? | ? | -1%
- CC(C)Nc1ccc(-c2nc(-c3ccccn3)no2)cc1[N+](=O)[O-]
  -1% | -4% | 6%
- Cc1ccnc(Nc2nc(-c3ccc(O)cc3O)cs2)c1
  3% | ? | /
- CC1CCCCC12NC(=O)N(CC(=O)NCc1ccco1)C2=O (centres undefined)
  -16% | -13% | 0%
- CCC(Oc1ccccc1)C(=O)NCCOC (centres undefined)
  ? | -28% | 3%
- CN1CCN(C(=O)c2ccc3c(c2)N(C)C(=O)/C(=C/c2cccc(Cl)c2)S3)CC1
  ? | ? | 6%
- CCN(CC)S(=O)(=O)c1ccc2nc(NC(=O)c3ccc(Br)o3)sc2c1
  -19% | -17% | 5%
- COc1ccccc1CNC(=O)COC(=O)c1cc([N+](=O)[O-])ccc1N1CCOCC1
  -16% | -28% | 5%
- O=C(O)C1=C[C@@H](C2CCCCC2)C[C@@H](OCCCCO)O1
  1% | -5% | 3%
- O=C(Nc1ccccc1Oc1ccccc1)C1CC1
  -8% | 4% | 1%
- CC1(C)Cc2cccc(OCC(=O)NCc3ccccc3)c2O1
  ? | -14% | 0%
- CCCc1nc(SCC(=O)NNC(=O)C2CCCCC2)c2ccccc2n1
  -11% | -1% | 12%
- COc1ccc(N2CC(C)Cn3c2nc2c3c(=O)n(Cc3ccc(F)cc3)c(=O)n2C)c(OC)c1 (centres undefined)
  ? | ? | 6%
- Cc1sc(NC(=O)CSc2nnc(N)s2)c(C#N)c1C
  1% | 22% | 3%
- Cc1nn(CCc2nc(-c3ccco3)cs2)c2[nH]c(=O)cc(C(F)(F)F)c12
  ? | ? | ?
- CN(CC(=O)Nc1cccc(F)c1)C(=O)c1cn2ccccc2n1
  15% | -2% | 1%
- O=C(Nc1ccc(N2CCOCC2)cc1)c1cccc(S(=O)(=O)N2CCOCC2)c1
  ? | -10% | 1%
- O=C(O)c1cccc2c1C(=O)c1ccc(N3CCCCC3)cc1S2(=O)=O
  -3% | -2% | 0%
- Cc1ccc2oc(C(=O)N(Cc3nccn3C)C(C)C)c(C)c2c1
  -24% | ? | 8%
- O=C1Nc2ccc([N+](=O)[O-])cc2OC1CCN1CCN(Cc2ccccc2)CC1 (centres undefined)
  ? | -19% | -3%
- CCc1ccc(OCC(=O)Nc2ccc3oc(-c4ccc(OC)cc4)nc3c2)cc1
  -27% | ? | /
- O=C1CC(N2CCSCC2)C(=O)N1c1cccc(Br)c1 (centres undefined)
  -4% | -13% | 4%
- c1ccc(-c2ccc(N3CCCC4(CCNCC4)C3)cc2)cc1
  2.6µM* | 5.8µM* | /
- CC(NC(=O)CN1C(=O)NC2(CCCCCC2)C1=O)c1ccccc1Cl (centres undefined)
  1% | -15% | 0%
- CC(=O)N(C)c1ccc(C(O)(C(F)(F)F)C(F)(F)F)cc1
  ? | -8% | 5%

# 2 of the compounds above, with each value named.
SMILES: CSc1ncccc1C(=O)Nc1ccc(S(=O)(=O)NC2=NCCCCC2)cc1
- TDP1 cell noCPT = -1%
- TDP1 cell CPT = -1%
- TDP1 inh = 2%
SMILES: CCCc1nc(SCC(=O)NNC(=O)C2CCCCC2)c2ccccc2n1
- TDP1 cell noCPT = -11%
- TDP1 cell CPT = -1%
- TDP1 inh = 12%

# Copied from the list.
# O=C1Nc2ccc([N+](=O)[O-])cc2OC1CCN1CCN(Cc2ccccc2)CC1 (centres undefined) @ TDP1 inh: -3%
# CN(CC(=O)Nc1cccc(F)c1)C(=O)c1cn2ccccc2n1 @ TDP1 cell CPT: -2%

# Continuation:
# Each structure is followed by: TDP1 cell noCPT | TDP1 cell CPT | TDP1 inh
- S=C(NCc1ccncc1)Nc1cc(Cl)cc(Cl)c1
  -17% | ? | 0%
- COc1ccc(OC)c(NC(=O)Cn2c(=O)n(-c3ccc(Cl)cc3)c(=O)c3c(C)c(C)sc32)c1
  ? | ? | 3%
- O=C(Cn1cncn1)c1ccc(F)cc1F
  3% | -15% | 1%
- CS(=O)(=O)NCCNc1ccc(C(F)(F)F)cc1[N+](=O)[O-]
  -6% | -1% | -1%
- CCCCOc1ccc(S(=O)(=O)N2CCN(c3ccc(N4CCN(CC)CC4)nn3)CC2)cc1
  ? | ? | /
- CCc1ccc(C(=O)COC(=O)[C@@H](NC(N)=O)[C@@H](C)CC)cc1
  -8% | 17% | 5%
- COc1cccc(C(O)c2ncc(-c3cccc4ccccc34)[nH]2)c1 (centres undefined)
  9.2µM* | 16µM* | /
- COc1ccc(CNC(=O)CN2C(=O)NC3(CCCc4sccc43)C2=O)cc1OC (centres undefined)
  -6% | -6% | 1%
- COc1cccc(C#Cc2ccc3c(c2)O[C@H](CN(C)C)[C@@H](C)CN([C@@H](C)CO)S3(=O)=O)c1
  ? | ? | /
- CCN=C1S/C(=C\c2cn(C(C)=O)nc2-c2ccccc2)C(=O)N1CC
  ? | 16µM* | 2%
- COC(=O)c1ccccc1NC(=O)c1cc2c(s1)-c1ccccc1OC2
  ? | 16µM* | -6%
- CCNC(=O)NC(=O)C(C)OC(=O)c1cc(S(=O)(=O)N2CCCCCC2)ccc1OC (centres undefined)
  ? | ? | -2%
- O=C(COc1cccc(-n2cnnn2)c1)Nc1ccc([N+](=O)[O-])cc1
  -13% | -7% | /
- CCOC(=O)CNC(=O)N1CCCC(CNS(=O)(=O)Cc2ccccc2)C1 (centres undefined)
  4% | 11% | 10%
- Cc1ccc(-n2c(SCC(=O)N3CCC(C)CC3)nc3c([nH]c4ccccc43)c2=O)cc1
  -23% | -24% | 9%

# Entries of single compounds, looked up by structure.
# O=C(COc1cccc(-n2cnnn2)c1)Nc1ccc([N+](=O)[O-])cc1 across the screens: TDP1 cell noCPT: -13%; TDP1 cell CPT: -7%; TDP1 inh: /
# COC(=O)c1ccccc1NC(=O)c1cc2c(s1)-c1ccccc1OC2 across the screens: TDP1 cell noCPT: ?; TDP1 cell CPT: 16µM*; TDP1 inh: -6%

# (next part)
# Each structure is followed by: TDP1 cell noCPT | TDP1 cell CPT | TDP1 inh
- COc1ccc(OC)c(CNC(=O)c2cc3cc4ccc(OC)cc4nc3o2)c1
  -8% | 27% | 5%
- Cc1cc(=O)n2nc(N3CCC(C(=O)Nc4c(C)cccc4C)CC3)sc2n1
  -15% | 1% | 5%
- CCOc1ccccc1NC(=O)C(c1ccccc1)N1CCN(C(=O)c2ccco2)CC1 (centres undefined)
  ? | -28% | 5%
- Cc1ccc(COC[C@H](CC(C)C)N2CCN(C(=O)c3cccc(C(F)(F)F)c3)CCC2=O)cc1
  ? | ? | /
- COc1cc(/C=C/C(=O)O)ccc1OCc1cnc(Cl)s1
  0% | -2% | -2%
- CCn1ccnc1C(O)c1cccc2ccccc12 (centres undefined)
  23% | 1% | /
- Nc1ccccc1C#CC(=O)c1ccccc1
  ? | 1.3µM* | /
- CCOc1cccc2sc(N(Cc3cccnc3)C(=O)c3ccc(C#N)cc3)nc12
  23µM* | 18µM* | 3%
- O=C(CNC(=O)c1ccco1)NCC(=O)OCc1ccccc1Cl
  -6% | -2% | /
- Cc1ccc(-c2cc(C(=O)N/N=C/c3c(C)nn(C)c3C)c3ccccc3n2)c(C)c1
  ? | ? | 0%
- CC1Cc2ccccc2N1C(=O)CSc1ncc(-c2ccc(F)cc2)n1C (centres undefined)
  ? | ? | 0%
- Cc1cnc(C(=O)Nc2ccccc2-c2ccc(C)o2)cn1
  -24% | -17% | 12%
- CC(C)c1nnc(NC(=O)CCCC(=O)O)s1
  -7% | 0% | 6%
- O=C(O)c1ccc(-c2ccc(/C=N/Nc3ccc([N+](=O)[O-])cc3)o2)cc1
  -26% | ? | 1%
- COCC1CCCN(Cc2ccc3c(c2)CN(C(=O)c2ccnn2C)CCO3)C1 (centres undefined)
  -5% | -4%[9.04 µM] | /
- O=C(/C=C/c1ccccc1)Nc1ccc(Cl)cn1
  3.3µM* | 2.6µM* | -2%
- CCn1nnc(C(=O)O)c1C(=O)O
  -10% | -20% | 5%
- CC(NC(=O)C1CCCN1S(=O)(=O)c1cccc2cccnc12)c1ccccc1 (centres undefined)
  ? | ? | 1%
- O=c1c(O)c(-c2cc(O)c(O)c(O)c2)oc2cc(O)cc(O)c12
  18µM* | 11µM*! | /
- COc1ccc(-c2nc(C)sc2CC(=O)O)cc1
  -14% | 2% | 0%
- Cc1cccc(NC(=O)CCc2ccccc2)c1
  -3% | -13% | 5%
- Cc1nn(CCCC(=O)NCc2cccc(F)c2)c(=O)c2nn(-c3ccccc3)c(C)c12
  ? | ? | 0%
- COC(=O)c1cn(C(=O)c2ccc(Br)o2)c2ccccc12
  -1% | -1% | 3%
- CC1(C)OC(=O)NC1=O
  -4% | 13% | 7%
- O=C(O)c1cc([N+](=O)[O-])ccc1C(=O)Nc1cccc([N+](=O)[O-])c1
  22% | 21% | /
- CCc1cccc(NC(=O)CN(c2ccc(C)cc2)S(=O)(=O)c2cccs2)c1
  16µM* | ? | -2%
- COc1cc(OC)c(NC(=O)[C@@H]2CCC(=O)N2C2OC(=O)c3c2ccc(OC)c3OC)cc1Cl (some centres undefined)
  3% | 0% | /
- CC(=O)Nc1c2c(nn1-c1ccccc1C)CS(=O)(=O)C2
  6% | 2% | /
- Cc1ccc(N(C(=O)Cn2nnc3ccccc32)C(C(=O)NC2CCCCC2)c2cn(C)nc2C)cc1 (centres undefined)
  -13% | ? | 3%
- Cc1ccc(S(=O)(=O)CCC(=O)OCC(=O)Nc2cccc(S(=O)(=O)N3CCCCC3)c2)cc1
  ? | -37% | /
- CC(=O)NCCC(=O)Nc1nc(-c2ccccc2Cl)cs1
  4% | -24% | 0%
- Cc1ccsc1C(=O)N1CCCC(CCC(=O)NCc2ccccc2F)C1 (centres undefined)
  ? | -20% | 1%
- COc1ccccc1N(C(=O)c1ccco1)C(C(=O)NC1CCCC1)c1ccncc1 (centres undefined)
  -11% | 1% | 16%
- COCCNC(=O)C1CC(c2ccc(C(F)(F)F)cc2)=NO1 (centres undefined)
  ? | ? | /
- CCOc1ccc(S(=O)(=O)NCCC(=O)N2CCN(C(C)=O)CC2)cc1
  ? | -7% | /
- COCCNc1nc(SCC(=O)N2CCN(c3ccccc3)CC2)nc2ccccc12
  ? | ? | 5%
- CCOC(=O)N1CCN(C(=O)c2ccc(CS(=O)c3ccccc3)o2)CC1 (centres undefined)
  16% | -14% | 2%
- CC(C)NC(=O)N1CC[C@@]2(CCCN(C(=O)c3cc(C(F)(F)F)cc(C(F)(F)F)c3)C2)C1
  -25% | 7% | /
- Brc1cccc(Nc2nc(-c3cccnc3)cs2)c1
  ? | ? | /
- CCCCN(C)CCNC(=O)c1cc(-c2cccnc2)nc2ccc(S(=O)(=O)N3CCC(C)CC3)cc12
  15µM* | ? | 7%&-2%
- CCOc1ccc(CCNC(=O)CCC(=O)N2CCOc3ccc(C)cc32)cc1OCC
  ? | ? | /
- COc1cc2c(C(=O)N3CCN(c4cc(Cl)ccc4C)CC3)cn(CC(C)C)c(=O)c2cc1OC
  -18% | ? | 6%
- CCOC(=O)Cn1ccc(NC(=O)COc2ccc(F)cc2)n1
  -10% | -18% | 18%
- CC(C)C(NS(=O)(=O)c1cccc(C(F)(F)F)c1)C(=O)N1CCc2ccccc2C1 (centres undefined)
  -29% | ? | /
- CS(=O)(=O)/C(C#N)=C/c1c(-c2ccccc2)nc2n1CCS2
  -8% | -1% | /
- Cc1ccc2c(C(=O)CN3CCCC3)c(C)[nH]c2c1
  -28% | -20% | 3%
- Cn1c(CNC(=O)CNC(=O)c2cccc(F)c2)cc(=O)n(C)c1=O
  1% | 6% | 2%
- CCN(Cc1nc2ccccc2c(=O)[nH]1)C(=O)c1cccc(OCc2c(C)noc2C)c1
  16µM* | ? | 6%
- C=CCn1c(C)nc2c(sc3nc4c(cc32)COC(C)(C)C4)c1=O
  ? | ? | 0%
- Cc1cc(C)c2c(N)c(C(=O)NC3CCCC3)sc2n1
  -29% | -2% | -1%
- CCCCC(=O)N1CCN(c2nc3ccc(F)cc3s2)CC1
  8.2µM* | ? | 0%
- Cn1nc(C(F)(F)F)c(-c2cccc(C(F)(F)F)c2)c1NC(=O)CSCC(=O)O
  6% | -3% | 3%

# From PubChem BioAssay
